# Compound activity (PubChem)
# SENP7 inh – inhibitors of human SENP7 protease | recombinant SENP7, Z-RLRGG-aminoluciferin luminescence, 40 min | inhibition, % at 5 µM | hit rate 1.5% among 330,000;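 active = inhibition above about 50% at the single test dose, limit read from the data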;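 also: plate controls were DMSO with enzyme for no effect and no enzyme buffer wells for full effect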
# Target sequence (Q9BQF6 706-1050 limits assumed): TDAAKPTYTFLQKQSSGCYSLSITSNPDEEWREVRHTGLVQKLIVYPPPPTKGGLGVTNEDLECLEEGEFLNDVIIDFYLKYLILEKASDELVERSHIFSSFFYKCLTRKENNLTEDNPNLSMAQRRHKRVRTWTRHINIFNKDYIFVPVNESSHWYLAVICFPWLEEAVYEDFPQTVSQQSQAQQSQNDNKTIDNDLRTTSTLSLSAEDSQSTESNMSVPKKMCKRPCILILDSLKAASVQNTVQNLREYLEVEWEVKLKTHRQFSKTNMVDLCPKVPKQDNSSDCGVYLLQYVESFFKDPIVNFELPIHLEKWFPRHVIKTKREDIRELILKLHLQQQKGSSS
# Apaf1 inhib – inhibitors of human Apaf-1 apoptosome | O14727 | reconstituted apoptosome caspase-3 activity, DEVD-Rh110 fluorescence | inhibition, % at 20 µM | hit rate 0.71% among 330,000 | AID 489030; active = inhibition of at least 40% at 20 µM;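 also: plate controls were DMSO wells for no effect and DEVD-CHO caspase inhibitor wells for full effect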
#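 Material: reconstituted apoptosome with Apaf-1, cytochrome c, caspase-9, procaspase-3, dATP / Buffer or medium: pH 7.5 Hepes buffer with CHAPS, BSA, DTT / Also added: cytochrome c with DEVD-Rh110 / Schedule: compound with Apaf-1, dATP, procaspase-3 30 min, then 50 min reaction, room temperature / Technique: rhodamine 110 fluorescence at Ex 480/Em 540 nm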
# 697 NFkB inh – inhibitors of the PMA/ionomycin-induced NF-kB reporter in 697 B cells. inhibition, % at 4 µM. 697 B-cell NF-kB luciferase reporter, 16 h. hit rate 0.33% among 330,000. AID 435022; in the data active = inhibition above about 35%
# UBC13 inh – human UBC13 polyubiquitination inhibition; hit rate 0.47% among 330,000; UBC13 polyubiquitin chain formation, TR-FRET; inhibition, % at 20 µM; P61088; AID 485273; in the data active = inhibition above about 45%, passing the limit was not always enough
# Target sequence (P61088 whole entry, looked up): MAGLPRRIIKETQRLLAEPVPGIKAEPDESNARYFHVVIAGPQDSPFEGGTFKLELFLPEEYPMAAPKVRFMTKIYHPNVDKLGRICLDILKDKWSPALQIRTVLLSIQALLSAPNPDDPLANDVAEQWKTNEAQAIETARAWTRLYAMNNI
# HKDC1 inh – blocks human hexokinase HKDC1 activity | Q2TB90 | recombinant HKDC1, G6PDH/diaphorase resazurin coupled fluorescence | hit rate 0.16% among 340,000 | inhibition, % at 20 µM;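 active = inhibition above about 35% when tested at 20 µM, limit read from the data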;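 also: plate controls were DMSO wells with enzyme for no effect and DMSO wells lacking enzyme for full effect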
#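 Assay system – recombinant HKDC1 (HK5) hexokinase enzyme, produced in-house · Input – HKDC1 at 5 µg/mL · Reagent – glucose plus 1 mM ATP as hexokinase substrates · Timing – 90 min reaction incubation at room temperature, dark · Measured by – G6PDH/diaphorase-coupled fluorescence, 1 mM NADP, 100 µM resazurin, 525/613 nm · Benchmarks – DMSO-enzyme wells negative, buffer-substituted wells positive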
# Gli-Sufu antag – Gli-Sufu pathway antagonism; hit rate 0.74% among 340,000; inhibition, % at 5 µM; AID 588413; Sufu-KO-LIGHT fibroblasts, Gli luciferase reporter luminescence;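 active = inhibition above about 55%, limit read from the data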;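 also: 0% = DMSO-treated cells and 100% = wells with medium but no cells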
# Jurkat NFkB inh – lowers PMA/ionomycin-induced NF-kB signal in Jurkat cells | AID 435003 | inhibition, % at 4 µM | hit rate 0.53% among 330,000 | PMA/ionomycin-induced NF-kB luciferase reporter, luminescence
# SENP8 block – SENP8 protease inhibition; purified SENP8, Z-RLRGG-aminoluciferin cleavage, luminescence; Q96LD8; inhibition, % at 10 µM; AID 2540; hit rate 1.2% among 330,000
# Active calls of the source: *. Rule as the data show it, unless noted: active = inhibition above about 50%; inactive = the rest.
Molecule,UBC13 inh,Gli-Sufu antag,SENP7 inh,Jurkat NFkB inh,HKDC1 inh,SENP8 block,697 NFkB inh,Apaf1 inhib
Cc1csc(NC(=O)c2cccc(S(=O)(=O)N3CCN(C)CC3)c2)n1,0.1,2.9,-1.6,9.1,-9.2,3.3,0.8,-8.2
C#CCNC(=O)C1=C[C@H](C)C[C@H](OCc2ccc(CO)cc2)O1,-15.6,-7.5,-2.4,1.2,-3.2,-9.3,-29.5,0.5
COc1ccc(NC(=O)Nc2ccc3c(c2)C(=O)N([C@H](C)CO)C[C@H](C)[C@@H](CN(C)C(=O)Nc2ccc4c(c2)OCO4)O3)cc1,-8.9,-16.0,-6.2,-15.0,2.2,-12.0,-2.0,6.7
CC(C)(C)C(=O)NC(=S)Nc1ccccc1C(=O)NC1CCCCC1,3.0,76.2*,0.3,7.5,-1.8,1.4,-13.9,-4.5
COc1ccc(CN2CCC(C(=O)N(C)CCc3ccc(OC)c(OC)c3)CC2)c(OC)c1,5.7,-22.4,4.0,8.1,-8.4,-3.6,11.8,2.1
O=Cc1ccc(N2CCCCCC2)cc1,2.2,-9.8,2.1,-8.8,-2.4,-18.7,12.6,0.4
Cc1cc(-c2nnc(CCC(=O)N(C)Cc3ccsc3)o2)no1,-1.9,14.1,-2.1,1.4,-1.6,5.2,16.4,-13.1
COc1ccc2c(c1)C(=O)Cc1ccccc1O2,11.1,9.0,-11.8,0.9,2.1,-8.7,-4.5,12.2
COc1ccc(F)cc1S(=O)(=O)Nc1cc2c3c(c1)CCN3C(=O)CC2,0.8,7.3,-0.6,-0.5,2.2,-0.8,-4.4,10.6
CCN(CC)C(=O)COc1ccc(/C(C)=N/Nc2ncc(Cl)cc2Cl)cc1,11.4,0.0,-6.2,3.1,-1.4,-2.1,8.4,-15.6
CN(C)c1nc(N/N=C/c2c[nH]c3ccccc23)nc(N2CCOCC2)n1,5.1,23.0,2.8,9.7,-3.0,-0.4,34.3,-2.9
Cc1ccc(C(=O)NN2C(=O)/C(=C/c3cccn3C)SC2=S)cc1,-54.4,0.8,8.3,-5.0,-2.8,-1.2,3.6,0.7
O=c1[nH]cc(O)c(=O)[nH]1,-4.5,2.1,-1.7,9.0,-5.0,-4.2,20.3,-8.0
Cc1ccc(S(=O)(=O)N2CCN(S(=O)(=O)c3ccc(C)cc3)C3OCCOC32)cc1 (configuration not stated),6.8,0.5,-5.9,3.0,-3.6,-2.7,-28.3,8.4
Cc1ccc(CNC(=O)CCC(=O)Nc2nnc(C)s2)cc1,2.1,5.2,5.7,4.2,-2.5,0.3,2.7,-9.9
CCOc1ccc(N(CC(=O)NCc2ccco2)S(=O)(=O)c2ccc(OC)c(OC)c2)cc1,-6.3,24.2,-4.8,2.4,-3.6,1.4,-9.2,7.8
CC(C(=O)Nc1ccc(F)c(F)c1F)N(C)CC(=O)Nc1ccccc1Br (configuration not stated),-0.1,7.4,-6.2,5.7,-4.9,-4.2,0.2,-4.5
CC(=O)Nc1ccc(S(=O)(=O)N[C@@H](C)C(=O)NC2CCCc3ccccc32)cc1 (some centres not stated),3.5,-0.8,7.4,-6.9,-2.8,-4.6,7.7,-6.6
CCCCN(Cc1nc2ccccc2c(=O)[nH]1)C(=O)COc1ccc(F)cc1Cl,4.7,-3.6,-6.2,-9.1,1.1,0.9,15.7,13.3
COCCNC(=O)CSc1nc(-c2ccccc2)cs1,-6.9,-24.0,-1.8,-22.0,-8.7,-13.2,1.7,-1.1
COc1ccc(C(=O)NN=C2CCCC2)cc1OC,-2.4,1.9,1.5,13.3,-5.5,1.6,16.3,1.2
O=C(CSc1nnc(CN2CCCCCC2=O)n1-c1ccccn1)NCC(F)(F)F,-1.2,-5.8,5.0,4.8,1.9,10.6,21.7,-29.8
CCOC(=O)c1c(C)[nH]c(C)c1C(=O)COC(=O)CSc1ccc(C)cc1,4.6,-12.0,-10.4,-0.5,10.1,-15.3,-15.4,7.6
COc1cc(OC)c(C(=O)NNC(=O)c2ccccc2-n2cccc2)cc1OC,-4.0,-7.8,-7.8,-9.3,-0.1,-10.6,2.9,15.4

# Full records as entered above. Order of values: UBC13 inh, Gli-Sufu antag, SENP7 inh, Jurkat NFkB inh, HKDC1 inh, SENP8 block, 697 NFkB inh, Apaf1 inhib
# `CC(C(=O)Nc1ccc(F)c(F)c1F)N(C)CC(=O)Nc1ccccc1Br` (configuration not stated) in the list: -0.1, 7.4, -6.2, 5.7, -4.9, -4.2, 0.2, -4.5
# `COc1ccc(C(=O)NN=C2CCCC2)cc1OC` in the list: -2.4, 1.9, 1.5, 13.3, -5.5, 1.6, 16.3, 1.2

# Following part.
Molecule,UBC13 inh,Gli-Sufu antag,SENP7 inh,Jurkat NFkB inh,HKDC1 inh,SENP8 block,697 NFkB inh,Apaf1 inhib
O=C(CCc1ccccc1)Nc1ccnn1C1CCN(C/C=C/c2ccccc2)CC1,3.9,-4.2,1.1,12.1,-2.8,-2.6,6.1,8.1
CCOc1ccc(NC(=O)NCCN2CCN(c3cccc(C)c3C)CC2)cc1,13.8,11.0,9.4,5.9,-2.0,-0.1,3.3,19.3
O=C(CSc1nc2ccccc2c(=O)n1CC1CCCO1)Nc1ccccc1 (configuration not stated),-4.9,-5.9,-6.3,12.4,-4.0,-0.2,-15.6,-0.8
CCN(CC(=O)Nc1cccc(S(N)(=O)=O)c1)Cc1nc2ccccc2c(=O)[nH]1,19.4,1.5,-9.4,12.3,0.8,-6.8,15.5,-10.9
O=C(Cn1cc(C(F)(F)F)ccc1=O)N/N=C/c1ccccc1O,-7.6,-0.9,-1.4,-3.4,-21.0,1.7,11.0,5.3
CC(=O)Nc1ccc(S(=O)(=O)N(Cc2ccco2)CC2CCCO2)cc1 (configuration not stated),-2.5,-0.4,-1.0,-9.4,-3.3,-10.2,-23.2,5.0

# Shown as labelled records: 3 of the compounds above
> O=C(CSc1nc2ccccc2c(=O)n1CC1CCCO1)Nc1ccccc1 (configuration not stated)
  UBC13 inh: -4.9
  Gli-Sufu antag: -5.9
  SENP7 inh: -6.3
  Jurkat NFkB inh: 12.4
  HKDC1 inh: -4.0
  SENP8 block: -0.2
  697 NFkB inh: -15.6
  Apaf1 inhib: -0.8

> CCOc1ccc(NC(=O)NCCN2CCN(c3cccc(C)c3C)CC2)cc1
  UBC13 inh: 13.8
  Gli-Sufu antag: 11.0
  SENP7 inh: 9.4
  Jurkat NFkB inh: 5.9
  HKDC1 inh: -2.0
  SENP8 block: -0.1
  697 NFkB inh: 3.3
  Apaf1 inhib: 19.3

> O=C(CCc1ccccc1)Nc1ccnn1C1CCN(C/C=C/c2ccccc2)CC1
  UBC13 inh: 3.9
  Gli-Sufu antag: -4.2
  SENP7 inh: 1.1
  Jurkat NFkB inh: 12.1
  HKDC1 inh: -2.8
  SENP8 block: -2.6
  697 NFkB inh: 6.1
  Apaf1 inhib: 8.1
